Cav32 inh: Cav3.2 calcium influx blockers – cell-based, Fluo-4 calcium fluorescence, FDSS, MLSMR library, primary screen | Cav3.2-expressing cells; hits give low values | B-score at 10 µM | 100,000 tested, 4% active | AID 449739, 2010;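 active = single-dose well whose peak fluorescence ratio is a statistical outlier from its plate by either plate-standardised score or position-corrected B-score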
* = called active by the depositor. Some of the compounds tested, so the mix of outcomes need not match the whole.

Cav32 inh | Structure
0.796 | CCC(C)NC(=O)C1c2ccccc2C(=O)N1Cc1cc(OC)ccc1OC (configuration not stated)
-0.101 | CCC(Oc1ccccc1)C(=O)N1CC(C)CC(C)C1 (configuration not stated)
0.659 | C#CCOCCOCCOCCNc1nc(N2CCN(C(=O)[C@H](CCCCN)n3cc([C@@H](N)CC(C)C)nn3)CC2)nc(N2CCN(C(=O)[C@H](CCCCN)n3cc([C@@H](N)CC(C)C)nn3)CC2)n1
-1.45 | O=C(COc1ccc(S(=O)(=O)NC2CCCCC2)cc1)NCCC1=CCCCC1
-0.0516 | C#CCOC(=O)c1ccc(-n2cncn2)nc1
-0.0552 | COC(=O)c1c(C)noc1-c1cc(C)on1
-0.111 | CC1Cn2c(nnc2-c2cccc(Cl)c2)S1 (configuration not stated)
-3.62 | CSc1nsc(SCC(=O)N2CCCc3ccccc32)n1
1.46 | COc1ccccc1C(=O)N1CCN=C1SC
-1.76 | CCOC(=O)c1c(-c2ccc(C)o2)csc1NC(=O)CN1CCN(CC)CC1
0.473 | CCCCCCC1CC(CSc2ncn[nH]2)OC1=O (configuration not stated)
1.44 | O=C(CN1C(=O)C2C3C=CC(C3)C2C1=O)NCC1COc2ccccc2O1 (configuration not stated)
-2.55 | CCN(CC)C(=O)c1sc2nc(-c3cccs3)cc(-c3ccc(Cl)cc3)c2c1N
0.58 | O=C(NCCCn1ccnc1)/C(=C/c1ccco1)NC(=O)c1ccccc1
-0.0115 | O=C(N/N=C/c1ccc(F)cc1)c1sccc1OCc1ccc(F)cc1
-9.74* | CCOC(=O)c1cc2n(c1N)-c1ccccc1C2=O
0.968 | CC(=O)O[C@H]1CC(C)(C)C(=C=C/C(C)=C/C=C/C(C)=C/C=C/C=C(C)/C=C/C=C(\C)C(=O)C[C@@]23O[C@]2(C)C[C@@H](O)CC3(C)C)[C@](C)(O)C1
0.204 | CCCNC(=O)C1(CC2CC(c3ccccc3)=NO2)CCN(C(=O)OC(C)(C)C)CC1 (configuration not stated)
1.47 | COCCC(=O)NC12CC3CC(CC(C3)C1)C2
-1.4 | CCn1c(=N)n(CC(=O)c2ccc(OC)c(OC)c2)c2ccccc21
-2.99 | COc1ccccc1N1CCN(C(c2cccs2)C(C)NS(=O)(=O)c2ccccc2)CC1 (configuration not stated)
1.15 | CC12CCC(C(=O)Nc3ccccc3Br)(C/C1=N\O)C2(C)C (configuration not stated)
0.633 | Cn1c(=O)c2c(nc(SCC(=O)c3cccs3)n2Cc2ccc(F)cc2)n(C)c1=O
0.074 | CC(C)=C1C(=O)NN(c2ccc(F)c(Cl)c2)C1=O
-0.502 | Cc1nc2nc(Cc3ccccc3)[nH]n2c(=O)c1Cc1ccccc1
-0.0402 | c1n[nH]c(NCc2ccc3c(c2)OCO3)n1
0.426 | COc1ccc(NS(=O)(=O)c2ccc3c(c2)CCC(=O)N3)c(OC)c1
1.02 | COc1cc(-c2nc(S(=O)(=O)c3ccc(C)cc3)c(N(C)C)o2)cc(OC)c1OC
0.0277 | CCOc1ccccc1OCCCOc1ccc(C)cc1Cl
-0.0555 | COc1ccc(-c2noc(C3CCCN(C(=O)CCc4ccccc4)C3)n2)cc1 (configuration not stated)
0.975 | COc1ccc(N(CC(=O)O)S(=O)(=O)c2cccnc2)cc1
-0.307 | CCOC(=O)C1=C(C)N=c2s/c(=C3/C(=O)Nc4ccccc43)c(=O)n2C1c1ccc(C)cc1 (configuration not stated)
-0.545 | CCC1=NN(C(=O)C(=O)NCCc2ccccc2)C(O)(C(F)(F)F)C1 (configuration not stated)
-3.56 | CN(C)S(=O)(=O)c1ccc(S(=O)(=O)N(CC(=O)Nc2ccccc2)Cc2ccco2)cc1
0.915 | O=S(=O)(c1ccc(Cl)cc1)N1CCC(N2CCCCCC2)CC1
-0.335 | O=C(NCc1cccnc1)c1sc2ccccc2c1Cl
0.062 | COc1cc(OC)cc(C(=O)Nc2cccc(N3CCCC3)c2)c1
0.739 | CCc1c(C)sc2nc(SCC(=O)Nc3cc(C)on3)n(CCOC)c(=O)c12
-0.0364 | Cc1c(Cl)cnc(NC(=O)CSc2nnc3ccccn23)c1Cl
0.715 | CCc1ccc(C(=O)COC(=O)CNC(=O)CNC(=O)Cc2ccccc2)cc1
0.46 | O=C(NCc1ccco1)c1cc2n(n1)C(C(F)(F)F)CC(c1ccc(Br)cc1)N2 (configuration not stated)
0.618 | O=c1oc2ccccc2c(N2CCCC2)c1CN1CCCC1
0.303 | COc1cc(C(=O)NCCC(=O)NCc2ccc3c(c2)OCO3)cc(OC)c1OC
-0.216 | CCC(CC)NC(=O)c1cc(OC)c(OC)c(OC)c1
0.193 | COc1cccc2c(=O)n(CC(=O)N3CCCc4ccccc43)ccc12
0.396 | C[C@H]([C@@H](N)C(=O)N[C@@H](C(=O)O)[C@@H]1O[C@H](n2ccc(=O)[nH]c2=O)[C@@H](O)[C@H]1O)[C@@H](O)c1ccc(O)cn1
0.449 | COc1ccc(CCN2CNc3c(c(=O)n(C)c(=O)n3C)C2)cc1
-1.6 | CCOc1cc(/C=N/NC(=O)COc2ccccc2C)ccc1OC(=O)c1cccs1

Part of the list above in a different format.
smiles	Cav32 inh
CSc1nsc(SCC(=O)N2CCCc3ccccc32)n1	-3.62
COc1ccccc1C(=O)N1CCN=C1SC	1.46
CCOC(=O)c1c(-c2ccc(C)o2)csc1NC(=O)CN1CCN(CC)CC1	-1.76

More compounds
Cav32 inh | Structure
0.894 | COc1cc(C(=O)OCC(=O)Nc2cc(C)on2)ccc1OCc1ccccc1Cl
-0.967 | CCOc1ccccc1NC(=O)CSc1nnc(-c2ccco2)o1
0.989 | O=C(Nc1cccc2ccccc12)N1CCN(Cc2ccc3c(c2)OCO3)CC1
0.46 | COC(=O)c1ccccc1OCC(=O)N1CCN(c2ccc(F)cc2)CC1
0.0933 | CC(=O)Nc1nnc(-c2ccc(Cl)s2)o1
0.61 | O=C(O)CCCCCNC(=O)CCn1cnc2ccccc2c1=O
0.211 | O=C(C1=C[C@H](c2ccc(Br)cc2)C[C@H](OCCCCO)O1)N1CCOCC1
-0.64 | O=C(CSc1cccc(C(F)(F)F)c1)Nc1ccc(Cl)cc1Cl

Of the compounds above, 10 have a Cl atom.
Cav32 inh | Structure
-0.111 | CC1Cn2c(nnc2-c2cccc(Cl)c2)S1 (configuration not stated)
-2.55 | CCN(CC)C(=O)c1sc2nc(-c3cccs3)cc(-c3ccc(Cl)cc3)c2c1N
0.074 | CC(C)=C1C(=O)NN(c2ccc(F)c(Cl)c2)C1=O
0.0277 | CCOc1ccccc1OCCCOc1ccc(C)cc1Cl
0.915 | O=S(=O)(c1ccc(Cl)cc1)N1CCC(N2CCCCCC2)CC1
-0.335 | O=C(NCc1cccnc1)c1sc2ccccc2c1Cl
-0.0364 | Cc1c(Cl)cnc(NC(=O)CSc2nnc3ccccn23)c1Cl
0.894 | COc1cc(C(=O)OCC(=O)Nc2cc(C)on2)ccc1OCc1ccccc1Cl
0.0933 | CC(=O)Nc1nnc(-c2ccc(Cl)s2)o1
-0.64 | O=C(CSc1cccc(C(F)(F)F)c1)Nc1ccc(Cl)cc1Cl

(next part)
Cav32 inh | Structure
-2.18 | COc1ccc(NC(=O)CSc2nnc(Cc3cccn3C)n2-c2ccc(C)cc2)cc1OC
-0.104 | CC(=O)N1CCN(CCN(CC2C(C)C=C(C)CC2C)C(C)=O)CC1 (configuration not stated)
0.221 | CC1CN(C(=O)N(C)C)CCN1C(=O)N(C)C (configuration not stated)
-2.65 | O=C(c1ccco1)c1nnn(Cc2ccccc2)c1-c1ccccc1
-1.01 | O=C(Nc1cc(=O)c2ccccc2o1)N1CCCCC1
0.852 | CC1Cc2ccccc2N1C(=O)CSc1nnc(CNc2ccccc2)o1 (configuration not stated)
0.642 | CCOC(=O)c1cnc(SC)nc1Nc1cccc(F)c1
0.306 | CC1CN(C(=O)c2ccc(COCC(F)(F)F)o2)CC(C)O1 (configuration not stated)
1.29 | CCCN(CCC)CCCNC(=O)c1cc2c(=O)n(C)c3ccccc3c2n1C
0.572 | CCCc1nc(SCC(=O)Nc2nnc(SCC)s2)c2c(=O)n(C)c(=O)n(C)c2n1
-2.57 | CCCCn1c(CN(C)Cc2ccccc2)nc2c1c(=O)n(C)c(=O)n2C
-1.08 | CC1(O)N(Cc2ccccc2)C(=O)OC12CCCCC2 (configuration not stated)
-0.0521 | COC(=O)c1ccc(-c2sc3nc(N4CCOCC4)c4c(c3c2N)CC(C)(C)OC4)o1
0.636 | Cc1ccc2cc(CCNC(=O)C(C)C)c(=O)[nH]c2c1C
-0.047 | COCCCN1C(=O)c2ccc(C(=O)NCc3ccco3)cc2C1=O
1.92 | CC1(C)Cc2c(c(-c3ccco3)[nH]c(=O)c2C#N)CO1
-3.02 | O=C(Cc1ccc(Br)cc1)Nc1ccccc1Sc1ccccc1
0.453 | OCC1OC(n2nnc3ccccc32)C(O)C(O)C1O (configuration not stated)
-0.0123 | CC(C)CNC(=O)c1cc2nc(C3CC3)cc(C(F)(F)F)n2n1
0.0359 | CCOC(=O)c1cccc(NC(=O)Cn2c(CC(=O)N3CCCC3)nc3ccccc32)c1
1.35 | CCOC(=O)CC(=O)CSc1ccc2nnc(-c3cccc(F)c3)n2n1
0.487 | CC1(c2ccc(Cl)cc2)NC(=O)N(CC(=O)N2CCCC2)C1=O (configuration not stated)
0.0717 | C=CCc1cc(Cl)ccc1OCCN(C)C
0.293 | O=C(Nc1nccs1)C1CC(=O)N(c2ccccc2Cl)C1 (configuration not stated)
-1.19 | Cc1ccc(-c2cc(N)n(-c3ccc(C)cc3)n2)cc1
1.01 | CCCCNC(=O)Cn1c2c(c(-c3ccccc3Cl)cc1=O)CCC2
-1.01 | Cc1cccc(C(=O)Nc2cc(C)ccc2NC(=O)COc2ccccc2)c1
2.03 | CCCC1OC23CCCCC2C(C#N)(C(=N)O3)C1(C#N)C#N (configuration not stated)
2.16 | CC1CCCCN1C(=O)c1ccc(S(=O)(=O)N2CCCCC2C)cc1 (configuration not stated)
0.881 | Cn1c(=O)[nH]c(=O)c2c1nc(SCCN1CCCCC1)n2CCCc1ccccc1
-0.194 | Cc1cccn2c(=O)c3cc(C(=O)NCCc4ccccc4)c(=N)n(CCCn4ccnc4)c3nc12
1.07 | CCOC(=O)c1cnn(-c2cc(Oc3ccccc3)ncn2)c1N
1 | CCOC(=O)CSc1nncc2ccc(OC)c(OC)c12
-0.871 | Cc1sc(NC(=S)NC(=O)c2ccccc2)c(C#N)c1C
-1.35 | CCCSc1nnc(Cc2cc(=O)[nH]c(=O)[nH]2)n1-c1cc(C)ccc1C
-0.872 | Fc1ccc(CN2CCCCCCC2)cc1
0.131 | Cc1cccc2cc(C(c3nnnn3CC3CCCO3)N3CCOCC3)c(=O)[nH]c12 (configuration not stated)
-2.75 | Oc1oc(-c2ccco2)nc1C=Nc1cccc(Cl)c1
-1.25 | COc1ccccc1-n1cnc2cc(NS(=O)(=O)c3ccccc3)ccc21
-2.05 | Cc1cc(C)nc(-n2nc(C)c(Br)c2Nc2ccc(Br)cc2)n1
0.327 | CCOC(=O)Cc1c(C)nc2c(C#N)c[nH]n2c1=O
0.942 | Cc1ccc(O)c(CNn2cnnc2)c1
-0.0521 | CCCCOC(=O)Nc1nccs1
0.49 | O=C1c2ccccc2C2=Nc3ccccc3SC(c3ccccc3F)C12 (configuration not stated)
-0.128 | CCCCn1c(SCC(=O)N2CCC(C)CC2)nc2cc(S(N)(=O)=O)ccc21
0.00105 | Cc1ccc(-c2csc3ncnc(SCC(=O)Nc4nnc(C)s4)c23)cc1
0.213 | CN(Cc1ccccc1)S(=O)(=O)c1ccc(Cl)nc1
0.47 | Cc1ccc(N2CCCCn3c2nc2c3c(=O)n(CC(=O)O)c(=O)n2C)cc1
0.295 | CCOC(=O)c1c(C)c(C(=O)N2CCN(C(=O)c3ccco3)CC2)c(C)n1C
-0.0566 | CCN(CC)N=Nc1[nH]nc2nc(C)cc(C)c12
0.0175 | Cc1nc(=O)c(-c2ccccc2)c(C)n1-c1ccc(O)cc1
-2.18 | O=C(Nc1ccc(Oc2cccc3ccccc23)cc1)c1ccco1
0.819 | CCn1nccc1C(=O)Nc1nccs1
-0.863 | COc1ccc(Cn2c(SCC(=O)NCc3ccco3)nc3ccsc3c2=O)cc1
1.3 | COC(=O)c1ccc(Cn2nc(C)c(Cl)c2C)o1
-0.0841 | N=C1C(c2nc(-c3ccc(F)cc3)cs2)=C(O)CN1Cc1ccc(Cl)cc1

Next part
Cav32 inh | Structure
-0.828 | O=C(Nc1cccc(F)c1)c1ccc(-c2ccccc2Cl)o1
0.424 | CCCSc1nnc(-c2cnn(-c3ccccc3)c2-n2cccc2)n1C
0.727 | COc1ccc(Nc2cccccc2=O)cc1
0.0217 | O=C(N/N=C/c1ccc(Cl)cc1Cl)C1CCN(c2ncc(C(F)(F)F)cc2Cl)CC1
-1.67 | CC(Oc1ccc(Cl)cc1Cl)c1nc(-c2ccc(NC(=O)c3ccco3)cc2)no1 (configuration not stated)
-0.0736 | CCCn1c(C(O)c2ccc3c(c2)OCO3)nc2ccccc21 (configuration not stated)
-0.0589 | COc1cc(OC)cc(-c2cc(N)n(S(=O)(=O)Cc3ccccc3)n2)c1
-0.58 | Fc1ccc(-c2cc(C(F)(F)F)nc(-n3cncn3)n2)cc1
-0.115 | O=C(OCC(=O)N1CCCCCC1)c1cccs1
-0.0891 | O=C(COC(=O)CCC(=O)Nc1nccs1)NCc1ccco1
0.0175 | COc1ccc(F)c(C2C(C#N)=C(N)Oc3n[nH]c(C(C)(C)C)c32)c1 (configuration not stated)
1.14 | CN1C(=O)C(=C2CCCCCC2)SC1=S
0.593 | O=C(CSC1=NC(=O)C(c2ccccc2)C(=O)N1)Nc1ccccc1Cl (configuration not stated)
0.54 | CCOC(=O)C1CCCN(C(=O)c2cn(C)c3ccc(S(=O)(=O)N(C)C)cc3c2=O)C1 (configuration not stated)
-2.56 | CCn1c(CS(=O)Cc2ccc(Cl)cc2Cl)nnc1SCc1c(Cl)cccc1Cl (configuration not stated)
0.263 | CN(CC(=O)N1CCc2ccccc21)S(=O)(=O)c1cccc2cccnc12
0.0249 | O=C(COC(=O)CCc1c[nH]c(=O)[nH]1)Nc1ccccc1
0.0914 | C#CCOCCOCCOCCNc1nc(N2CCOCC2)nc(N2CCN(C(=O)Cn3cc(CCCN=C(N)N)nn3)CC2)n1
0.00211 | COc1ccc(N/C=C2/CCCCC2=O)cc1
